# ASAP1 GAP inh: blocks human ASAP1-stimulated Arf1 GTP hydrolysis; GDP FP detection; inhibition, % at 16.5 µM; actives 0.19% (n = 360,000); in the data active means inhibition above about 25%;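 further: 0% = vehicle with enzyme and substrate and 100% = no enzyme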
# Target sequence (Q9ULH1 325-724 limits assumed): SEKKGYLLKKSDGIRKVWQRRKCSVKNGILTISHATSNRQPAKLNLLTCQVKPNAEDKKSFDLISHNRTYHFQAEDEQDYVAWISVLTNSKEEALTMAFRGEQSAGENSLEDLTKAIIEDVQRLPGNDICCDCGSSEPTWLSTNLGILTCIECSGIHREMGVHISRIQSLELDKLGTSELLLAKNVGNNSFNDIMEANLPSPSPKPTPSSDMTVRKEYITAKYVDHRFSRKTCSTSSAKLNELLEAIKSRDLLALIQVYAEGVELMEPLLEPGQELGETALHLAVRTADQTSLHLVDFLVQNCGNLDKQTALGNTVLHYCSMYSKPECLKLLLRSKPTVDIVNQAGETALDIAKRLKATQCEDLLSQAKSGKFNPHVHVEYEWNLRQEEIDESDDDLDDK
# ARFGAP1 inh: inhibits rat ARF GTPase activating protein 1; Q62848; Arfgap1-stimulated ARF1 GTP hydrolysis, GDP FP detection; inhibition, % at 16.5 µM; actives 0.26% (n = 360,000);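 active means inhibition above a per-plate limit, mean inhibition of low control wells plus 3 SD, cut at about 25% in these data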;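 further: 0% = DMSO wells with enzyme and 100% = wells lacking Arfgap1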
# Target sequence (Q62848 1-136 limits assumed): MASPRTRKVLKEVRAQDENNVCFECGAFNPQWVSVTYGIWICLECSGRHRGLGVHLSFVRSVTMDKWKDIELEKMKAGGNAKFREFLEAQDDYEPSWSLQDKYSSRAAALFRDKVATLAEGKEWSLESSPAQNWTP
#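 system = rat Arfgap1 catalytic domain, aa 1-136 | technique = FP, GDP Alexa 633 tracer displaced from anti-GDP antibody, 620/688 nm | compound = one concentration, 16.5 µM, DMSO 1.26% | medium = HEPES-based buffer, pH 7.5 | timing = compound-enzyme preincubation 20 min, reaction 120 min, detection 60 min, 25 °C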
# PLC-gamma1 inh: PLC-gamma1 (human) inhibition, primary screen | P19174 | actives 0.84% (n = 370,000) | inhibition, % at 12.2 µM | purified PLC-gamma1, fluorogenic substrate, fluorescence | AID 720700; in the data active means inhibition above about 9.5%
# DDE Tn7 FP inh: inhibitors of Tn7 peptide binding to human fibrin DD(E); P02675; FP displacement of FITC-Tn7 peptide from fibrin DD(E); 0% = median of compound wells per plate; inhibition, % at 8.3 µM; actives 0.13% (n = 370,000); AID 720508;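 active means inhibition above the mean of compounds falling within the control limits plus 3 SD of them, cut at about 14% in these data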;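 further: 0% = plate median of compound wells and 100% = 10 µM Aha-Tn7 peptide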
#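 Measure: % inhibition scaled between sample-field median and high-control FP; Test system: human fibrin DD(E); Quantity: 2 µM final DD(E) protein; Doses: one dose, 8.3 µM nominal; Schedule: compound with protein 10 min, then 3 h after probe, room temperature; Detection: fluorescence polarization; Medium: Tris buffer with calcium and detergent, pH 7.8.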
# MBD2 DNA inh: inhibitors of human MBD2 binding to methylated oligonucleotide | TR-FRET | inhibition, % at 4.4 µM | actives 0.31% (n = 370,000); in the data active means inhibition above about 13%
# KLK7 zymogen act: activates the human kallikrein-7 zymogen. P49862. purified proKLK7, EDANS-DABCYL substrate fluorescence; 100% is mature enzyme control, 0% vehicle. activation, % at 7 µM. actives 0.9% (n = 370,000);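 active means activation above the mean of all tested compounds plus 3 SD, computed per campaign excluding outliers beyond control limits, cut at about 13% in these data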
# Target sequence (P49862 whole entry, looked up): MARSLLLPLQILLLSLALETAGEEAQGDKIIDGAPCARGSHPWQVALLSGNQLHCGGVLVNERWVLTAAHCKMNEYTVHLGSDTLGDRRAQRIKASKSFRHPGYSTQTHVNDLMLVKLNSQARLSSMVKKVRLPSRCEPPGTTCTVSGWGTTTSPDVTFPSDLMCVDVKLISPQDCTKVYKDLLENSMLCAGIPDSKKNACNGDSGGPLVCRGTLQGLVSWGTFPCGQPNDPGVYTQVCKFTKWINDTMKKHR
# DDE Tn6 FP inh: inhibitors of Tn6 peptide binding to human fibrin DD(E) | P02675 | Fibrin DD(E) TRITC-Tn6 fluorescence polarization displacement | inhibition, % at 8.3 µM | actives 0.21% (n = 370,000) | AID 720509;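 active means inhibition above a per-campaign cutoff: mean of compounds within control limits plus 3 SD, cut at about 15% in these data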;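 further: 0% = median of all compound wells on the plate and 100% = blocking peptide control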
# ADAM17 inh: inhibitors of human ADAM17 | inhibition, % at 6.95 µM | recombinant ADAM17, EDANS/DABCYL FRET peptide cleavage | actives 0.83% (n = 370,000) | P78536;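 active means inhibition above the mean of compounds lying between control limits plus 3 SD, set per campaign, cut at about 8.5% in these data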;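 further: 0% = DMSO-only wells as the low control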
# PLCb3 inh: PLC-beta3 (human) inhibition, primary screen; Purified PLC-beta3, fluorogenic substrate, fluorescence; Q01970; inhibition, % at 12.2 µM; AID 720704; actives 0.18% (n = 370,000); in the data active means inhibition above about 11%;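 further: 0% = median of compound wells on plate and 100% = full blocker control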
# UHRF1 MBD2 ctr: UHRF1 methyl-DNA binding inhibition; inhibition, % at 4.4 µM; UHRF1 binding to methylated oligo, TR-FRET; AID 687016; actives 0.75% (n = 370,000); Q96T88; in the data active means inhibition above about 21%;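 further: UHRF1 SRA domain binding a hemimethylated CpG hairpin DNA probe; 0% = median of test compound wells and 100% = reference inhibitor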
# * hit, by the source's call; i = inactive; / = not tested or not shown.
1: CCN1C[C@@H]2[C@@H]3C(=O)N(Cc4ccccc4)C(=O)[C@@H]3[C@](C)(C1=O)N2C(=O)c1ccc(F)cc1
2: Cc1nnc(NC(=O)C2CCN(C(=O)c3ccco3)CC2)s1
3: Cc1ccc(-c2cc(C(=O)NN=C3CCCC3)c3ccccc3n2)cc1
4: Cc1nnc(N/N=C/c2ccc(O)c([N+](=O)[O-])c2)[nH]c1=O
5: Cc1cccc(C(=O)NC2CCN(CC(=O)Nc3ccccc3Cl)CC2)c1
6: CSc1ccc(NC(=O)N2CC(C)OC(C)C2)cc1 (stereo unspecified)
7: CCOC(=O)N1CCN(S(=O)(=O)CCNC(=O)c2ccc(OC)cc2)CC1
8: CCCCC(=O)Nc1cccc(NC(=O)c2ccccc2Br)c1
screen / no.	1	2	3	4	5	6	7	8
ASAP1 GAP inh	-4	-10	2	-6	4	0	-9	4
ARFGAP1 inh	-8	3	7	9	12	7	7	0
PLC-gamma1 inh	0	-1	-12	5	0	2	2	3
DDE Tn7 FP inh	-1	-1	-3	10	-1	2	4	2
MBD2 DNA inh	-5	-1	1	-15	9	3	-3	7
KLK7 zymogen act	0.1	-0.5	-11	0.1	0.4	-0.1	0.1	-0.2
DDE Tn6 FP inh	3	5	1	-3	-2	-1	-1	-9
ADAM17 inh	-4	-3	-11	4	-5	-2	0	2
PLCb3 inh	0	0	-13	-1	-10	3	-4	-2
UHRF1 MBD2 ctr	2	0	-3	-11	3	4	-3	8

9: COc1cc2c(cc1OC)CN(C(=O)c1ccc(-c3ccccc3)cc1)CC2
10: O=C(c1ccc(=O)oc1)N1CCN(C(c2ccccc2)c2ccccc2)CC1
11: CN1CCN(C(=O)c2ccc(N(Cc3ccccc3Cl)S(C)(=O)=O)cc2)CC1
12: Fc1ccc(/C=N/Nc2ncnc3nc[nH]c23)cc1F
13: O=[N+]([O-])c1ccc(OCC(O)CN(C2CCCCC2)C2CCCCC2)cc1 (stereo unspecified)
14: O=C(Nc1ccc(N2CCN(C(=O)c3cccs3)CC2)c(Cl)c1)c1ccco1
15: Cc1ccccc1C(=O)NNC(=O)C1CC(=O)N(c2ccc3c(c2)OCCO3)C1 (stereo unspecified)
16: CCCN(CCC)CCCNC(=O)C1c2cc(OC)c(OC)cc2C(=O)N(C)C1c1cccnc1 (stereo unspecified)
screen / no.	9	10	11	12	13	14	15	16
ASAP1 GAP inh	-1	-9	6	6	3	-3	-16	7
ARFGAP1 inh	-3	-2	-6	2	13	-5	-18	10
PLC-gamma1 inh	6	-6	-2	1	3	14*	6	-1
DDE Tn7 FP inh	-7	-6	0	-3	-7	3	-6	4
MBD2 DNA inh	1	-3	-5	-1	3	-5	0	-4
KLK7 zymogen act	0.3	0.3	-0.2	0.5	0.0	0.8	-0.8	0.3
DDE Tn6 FP inh	4	3	1	0	-9	-5	4	8
ADAM17 inh	4	-27	-1	-1	-1	9.0*	0	-3
PLCb3 inh	-7	-29	1	2	3	3	-1	-5
UHRF1 MBD2 ctr	7	3	0	2	1	1	1	0

17: Nc1nonc1-c1noc(-c2ccccc2)n1
18: O=C(OC12CCCN(C1)/C(=C/c1ccccc1)C2)c1ccccc1 (stereo unspecified)
19: COc1ccc(C2=CC(=O)OC(C)(c3ccccc3)O2)cc1 (stereo unspecified)
20: OCC1(Cc2ccc(Cl)cc2)CCN(Cc2ccc3nsnc3c2)CC1
21: CCCCCCCCN1C(=O)[C@H](CC(=O)N2CCCC2)C[C@@]2(C(=O)OC)CC(C)(C)CC=C12
22: O=C(CCCN1C(=O)C(c2ccccc2)Oc2cccnc21)NCc1ccccc1F (stereo unspecified)
23: COc1cccc(-c2cc3c(=O)n(-c4ccccc4)c(=S)[nH]c3s2)c1
24: Cc1cc(Cl)c(OCCOCCN2CCNCC2)c(Cl)c1
screen / no.	17	18	19	20	21	22	23	24
ASAP1 GAP inh	-10	/	-5	5	-4	6	0	-3
ARFGAP1 inh	-2	/	0	-4	-6	-8	-2	2
PLC-gamma1 inh	4	2	0	-1	5	1	6	3
DDE Tn7 FP inh	-2	-10	6	6	-6	0	-2	-4
MBD2 DNA inh	-1	0	-3	-1	1	-2	-4	2
KLK7 zymogen act	0.1	-0.1	-0.4	0.7	0.3	-0.1	-0.5	-0.1
DDE Tn6 FP inh	-2	-8	-2	0	2	8	0	3
ADAM17 inh	0	-1	-4	0	-2	0	5	-1
PLCb3 inh	5	-3	-2	-4	0	7	0	-5
UHRF1 MBD2 ctr	-6	0	-1	1	3	-1	-3	-1

25: CCC(C)C(NC(=O)C1CCC(C)CC1)C(=O)NCc1cccnc1 (stereo unspecified)
26: CN1c2ccccc2-c2nc3ccccc3n2C1c1ccccn1 (stereo unspecified)
27: CC(C)(C)c1ccc(/C=C/C(=O)Nc2ccncc2)cc1
28: Cc1cccc(-n2c(CNC(=O)c3ccc(S(=O)(=O)N4CCCCC4)cc3)n[nH]c2=S)c1
29: CC1CCN(Cc2nnnn2CCCC(=O)NC(c2ccccn2)C(F)(F)F)CC1 (stereo unspecified)
30: O=C(Nc1ccc2c(c1)OCCO2)c1ccccc1Cl
31: O=C(Nc1ccccc1Cl)OCC#CCOC(=O)Nc1ccccc1Cl
32: CCN(CC)C(=O)CNc1ccc(C(F)(F)F)cc1[N+](=O)[O-]
screen / no.	25	26	27	28	29	30	31	32
ASAP1 GAP inh	-1	8	10	1	5	1	11	-3
ARFGAP1 inh	-7	-2	15	-16	-6	0	11	3
PLC-gamma1 inh	0	i	-1	4	-5	6	-1	3
DDE Tn7 FP inh	-3	-2	-1	-2	0	-7	5	8
MBD2 DNA inh	-4	2	4	2	-6	2	-3	-5
KLK7 zymogen act	0.0	34*	-0.1	0.1	1.0	0.1	-1.0	-0.3
DDE Tn6 FP inh	-9	-2	0	0	9	-2	-5	8
ADAM17 inh	0	i	3	2	-5	-3	-4	5
PLCb3 inh	2	i	-6	1	-6	-1	-3	0
UHRF1 MBD2 ctr	-2	3	3	1	-2	-1	1	1

33: CC(c1ccc(F)cc1)n1c(-c2ccc3ccccc3n2)n[nH]c1=S (stereo unspecified)
34: CCOC(=O)C1=C(CS(=O)(=O)c2ccc(C)c(C)c2)NC(=O)NC1c1ccc(O)cc1 (stereo unspecified)
35: O=C(CN1C(=O)C2CCCCC2C1=O)Nc1nc2ccc(F)cc2s1 (stereo unspecified)
36: Cc1ccc(NC(=S)N(Cc2ccco2)C(C)c2cccs2)cc1 (stereo unspecified)
37: Cc1ccc(CNC(=O)Nc2ccc(OC(F)(F)F)cc2)n1C
38: COC(=O)c1sccc1NC(=O)c1cc(-c2cccc(C)c2)nc2ccccc12
39: CCOc1ccccc1CNC(=O)c1ccc(NC(=O)C2=C(C)OCCS2)cc1
40: COC(=O)C1N[C@@H]([C@@H](NC(=O)COc2ccccc2)C(=O)NCc2ccc(OC)cc2)SC1(C)C (stereo partly specified)
screen / no.	33	34	35	36	37	38	39	40
ASAP1 GAP inh	2	4	7	15	-10	-10	-3	-1
ARFGAP1 inh	0	3	-5	-3	0	-10	18	1
PLC-gamma1 inh	-91	2	-5	9.8*	-9	3	0	-1
DDE Tn7 FP inh	-2	-2	1	0	-6	8	1	5
MBD2 DNA inh	1	-5	5	-1	-1	3	-4	0
KLK7 zymogen act	-0.7	0.3	-0.2	0.1	0.1	0.3	0.7	0.3
DDE Tn6 FP inh	7	-7	-1	-4	6	-5	-2	-5
ADAM17 inh	0	2	0	-1	-6	-2	-4	-2
PLCb3 inh	-106	1	-1	-4	-16	1	-7	0
UHRF1 MBD2 ctr	-3	-2	-1	4	0	-1	-2	0

41: CCN1C(=O)/C(=C/N(C)C)c2ccccc21
42: C=C(C(=O)c1ccccc1)C(c1ccccc1)C(C)C(=O)c1ccccc1 (stereo unspecified)
43: CC(O)CC(C)O (stereo unspecified)
44: Cc1ccc(C(=O)NCc2ccc3c(c2)CCO3)cc1C
45: CSc1nc2cc(C)nn2c(-c2ccccc2Cl)c1C#N
46: COc1ccc([C@H]2CC(=O)C=C(c3ccc4c(c3)OCO4)C2)cc1OC
47: COc1cc(CN2CCN(Cc3ccccc3C(F)(F)F)CC2)cc(OC)c1OC
48: CCNC(=O)C1CC(=O)N(CCCc2ccccc2)C(=Nc2ccccc2)S1 (stereo unspecified)
screen / no.	41	42	43	44	45	46	47	48
ASAP1 GAP inh	1	1	-11	5	-2	-5	3	4
ARFGAP1 inh	12	5	-3	13	-9	-6	4	-6
PLC-gamma1 inh	-3	-1	-1	0	-10	-6	3	0
DDE Tn7 FP inh	3	0	1	-1	7	9	1	3
MBD2 DNA inh	0	3	4	3	-7	-1	4	-2
KLK7 zymogen act	-0.2	0.0	1.0	0.1	0.2	-0.4	-0.7	-0.5
DDE Tn6 FP inh	-1	3	2	-2	7	-3	-13	-6
ADAM17 inh	-3	2	-4	3	-1	-6	-3	-3
PLCb3 inh	-5	3	-1	-3	4	-16	-2	-6
UHRF1 MBD2 ctr	2	3	-1	-1	0	2	1	4

49: COc1ccc2c(c1)CCCN2C(=O)C1CCCN(S(=O)(=O)c2ccc(C)c(C)c2)C1 (stereo unspecified)
50: COc1cc(NC(=O)CN2C(=O)NC3(CCOc4ccccc43)C2=O)cc(OC)c1 (stereo unspecified)
51: Cc1cccc(-n2c(Cc3ccccc3)n[nH]c2=S)c1
52: CCOC(=O)/C=C/C(=O)Nc1ccc(S(=O)(=O)Nc2nccs2)cc1
screen / no.	49	50	51	52
ASAP1 GAP inh	/	7	-2	-8
ARFGAP1 inh	/	4	18	9
PLC-gamma1 inh	1	-21	0	0
DDE Tn7 FP inh	4	-5	-2	-2
MBD2 DNA inh	3	7	6	-2
KLK7 zymogen act	0.3	0.0	0.7	0.1
DDE Tn6 FP inh	0	6	5	-1
ADAM17 inh	7	0	-6	0
PLCb3 inh	1	-7	-4	-6
UHRF1 MBD2 ctr	2	-2	3	0

# Compound activity as filed in PubChem BioAssay.
